# CHO parental Ca: signal in parental CHO cells, OX1R antagonist counter-screen; 0.63% of 330,000 active; parental CHO-K1, ATP-induced calcium, Fluo-8 fluorescence; inhibition, % at 5.6 µM;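 active = inhibition above that plate's mean sample inhibition plus 3 SD, cut at about 26% in these data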;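 note: 0% = ATP-challenged DMSO wells and 100% = DMSO wells without ATP; some compounds past the cut are filed as inactive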
#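 Material: parental CHO cells / Compound: single nominal dose of 5.6 µM per compound / Signal: Fluo-8 fluorescence / Replicates: singlicate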
# TAAR1 antagonist: human TAAR1 antagonism; CHO RD-HGA16 TAAR1, Fluo-8 calcium fluorescence, antagonist; inhibition, % at 3 µM; 1.5% of 360,000 active;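 active = inhibition above a per-plate cutoff, the mean inhibition of test compounds on that plate plus 3 SD, cut at about 49% in these data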;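 note: 0% = DMSO plus EC80 beta-PEA response and 100% = DMSO alone without agonist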
# Target sequence (Q96RJ0 whole entry, looked up): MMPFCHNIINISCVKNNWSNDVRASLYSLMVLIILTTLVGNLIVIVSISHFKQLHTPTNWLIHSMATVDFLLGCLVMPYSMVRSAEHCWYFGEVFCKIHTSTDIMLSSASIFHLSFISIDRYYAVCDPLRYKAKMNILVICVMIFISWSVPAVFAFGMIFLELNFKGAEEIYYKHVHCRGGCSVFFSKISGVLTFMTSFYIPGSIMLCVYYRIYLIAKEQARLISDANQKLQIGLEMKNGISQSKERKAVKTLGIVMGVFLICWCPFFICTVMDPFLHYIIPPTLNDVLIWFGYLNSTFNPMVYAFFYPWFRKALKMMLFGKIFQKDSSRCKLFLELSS
#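 Test system – hTAAR1-expressing CHO RD-HGA16 cells, Gα16-coupled · Also added – β-PEA at EC80 concentration, post-compound challenge · Compound – 3 µM, single point · Incubation – dye loading 75 min at 37 °C, then 30 min room temperature · Measured by – Fluo-8 intracellular calcium dye fluorescence, real-time kinetic reads · Benchmarks – vehicle and agonist controls · Replicates – singlicate, one well per test compound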
# M1 ag: activates human CHRM1 receptor; 0.33% of 360,000 active; P11229; CHO-K1 hM1, Fluo-8 calcium fluorescence, agonist mode; 0% DMSO, 100% acetylcholine EC100; activation, % at 3 µM;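 active = activation above the run's mean compound activation plus 3 SD, cut at about 16% in these data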;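 note: peak over basal fluorescence ratio within a 140 s kinetic read after compound addition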
# V1R ag counter: V1a receptor agonism, counter-screen for OXTR agonists | 0.25% of 320,000 active | activation, % at 3 µM | P37288 | CHO-V1R cells, Fluo-8 calcium fluorescence, agonist mode; 0% DMSO, 100% 3 nM vasopressin;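 active = activation above the mean activation of all tested compounds plus 3 SD, per screening run, cut at about 20% in these data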;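 note: signal is peak over basal fluorescence ratio across a 100 second FLIPR read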
# M1 ag parental: counter-screen for M1 agonists: effect in parental CHO-K1 cells. Fluo-8 calcium fluorescence; scaled to maximal ATP response, vehicle zero. activation, % at 3 µM. 0.48% of 360,000 active. AID 602248; in the data active = activation above about 15%;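 note: untransfected CHO-K1 host cells lacking M1 receptor as counterscreen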
# OXTR potentiate: human OXTR potentiation; P30559; CHO-OTR cells, Fluo-8 calcium fluorescence, potentiator mode; 0% = oxytocin EC15, 100% = EC100; activation, % at 3 µM; 0.061% of 320,000 active;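 active = activation above that plate's cutoff, the mean activation of tested compounds plus 3 SD, cut at about 6.6% in these data, passing the limit was not always enough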;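 note: 100% uses oxytocin at 75 nM as the full agonist control; some results filed as inactive read as strong as hits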
# Target sequence (P30559 whole entry, looked up): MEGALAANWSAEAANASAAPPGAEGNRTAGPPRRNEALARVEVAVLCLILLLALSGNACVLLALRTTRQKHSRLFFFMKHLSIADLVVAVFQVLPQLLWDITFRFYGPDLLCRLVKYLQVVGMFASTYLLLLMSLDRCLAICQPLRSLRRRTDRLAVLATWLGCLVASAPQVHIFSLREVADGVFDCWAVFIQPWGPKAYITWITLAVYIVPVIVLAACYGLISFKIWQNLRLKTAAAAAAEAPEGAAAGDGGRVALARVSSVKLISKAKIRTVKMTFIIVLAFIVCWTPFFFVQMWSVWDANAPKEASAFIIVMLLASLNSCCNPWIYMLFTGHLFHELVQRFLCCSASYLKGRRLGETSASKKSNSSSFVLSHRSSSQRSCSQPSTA
#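 System: human OTR in CHO cells / Also added: sub-maximal oxytocin, roughly EC15 / Control set: EC15 oxytocin low, 75 nM oxytocin high / Schedule: 6 min compound pre-incubation at room temperature, 100 s kinetic read / Compound: single-point 3.0 µM / Replication: singlicate / Technique: Fluo-8 calcium dye fluorescence / Read-out basis: % activation of max/min ratio relative to oxytocin controls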
# TAAR1 agonist: agonists of human TAAR1; Q96RJ0; CHO RD-HGA16 TAAR1, Fluo-8 calcium fluorescence; vehicle wells 0%, saturating PEA agonist 100%; activation, % at 3 µM; 0.99% of 360,000 active; AID 624467;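 active = activation above the mean activation of all test compounds in the run plus 3 SD, cut at about 38% in these data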
#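 System: CHO-derived RD-HGA16 cells with stable Gα16 and human TAAR1. Times: 17-24 h plating, Fluo-8 75 min 37 °C, 30 min RT. Measured by: calcium-sensitive Fluo-8 signal, excitation 470-495, emission 515-575 nm. Read-out basis: % activation relative to PEA EC100 response. Control set: DMSO and PEA EC100. Repeats: no replicates (n 1).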
# M1 PAM parental: nonselective activator or artifact in parental CHO-K1 calcium assay. activation, % at 3 µM. 0.02% of 360,000 active. ATP EC20, Fluo-8 calcium fluorescence; 0% at ATP EC20, 100% at ATP max;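 active = activation above the run cutoff, the mean activation of all test compounds plus 3 SD, cut at about 40% in these data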;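 note: peak over basal fluorescence ratio in a 140 s read after ATP addition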
# CHO-K1 Ca antag: counter-screen for M1 antagonists: effect in parental CHO-K1 cells; ATP-induced calcium, Fluo-8 fluorescence; inhibition, % at 3 µM; 0.6% of 360,000 active;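 active = inhibition above a per-plate cutoff, the plate's mean sample inhibition plus 3 SD, cut at about 24% in these data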;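 note: 0% = DMSO plus EC80 ATP and 100% = DMSO alone without ATP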
# Starred values were filed as active, the others as inactive; · = no result given; & = joins results of further samples. Compounds were not picked by outcome; about 3.3% have a hit in one of these screens.
no.	SMILES	CHO parental Ca	TAAR1 antagonist	M1 ag	V1R ag counter	M1 ag parental
1	CC(C(=O)N1CCCc2ccccc21)N1CCN(S(=O)(=O)c2ccccc2F)CC1 (configuration not stated)	-11.2	-0.6	-1.9	0.4	0.6
2	COc1ccc(Cc2nnc(N/N=C/c3ccc(O)cc3)[nH]c2=O)cc1OC	-22.4	-18.5	-8.4	-0.2	-0.3
3	C=C(C)c1cccc(C(C)(C)NC(=O)Nc2ccc3[nH]c(=O)[nH]c3c2)c1	-9.8	-3.6	-4.3	0.1	0.0
4	CC(=O)[C@@H]1[C@@H](C)N(Cc2ccccc2)C(=O)N[C@H]1c1ccccc1	-6.6	7.7	-3.0	0.3	0.1
5	CCOC(=O)CN1C(=O)S/C(=C/c2ccc(O)c([N+](=O)[O-])c2)C1=O	-7.2	7.4	5.8	9.1	5.2
6	O=C(COc1ccccc1Cl)NC1CC1	-12.7	-14.2	-2.5	0.0	1.5
7	O=C(O)Cn1c(SCc2cccc3ccccc23)nc2ccccc21	-9.8	10.0	-2.6	-0.8	0.2
8	O=C(Nc1ccccc1C(F)(F)F)c1cc(S(=O)(=O)N2CCC3(CC2)OCCO3)ccc1F	-16.8	18.3	-1.0	0.9	0.8
9	CCOc1cc(/C=N/NC(=O)Nc2ccccc2)ccc1O	-14.2	3.1	-6.6	-0.2	0.3
10	CC(=O)NNC(=S)Nc1cccc(F)c1	-2.3	-14.1	-2.6	-0.4	0.3

no.	OXTR potentiate	TAAR1 agonist	M1 PAM parental	CHO-K1 Ca antag
1	-17.8	0.2	6.8	-14.0
2	0.8	1.9	23.4	-8.0
3	-11.2	9.2	16.8	-7.8
4	1.7	5.4	1.4	-5.6
5	-12.3	7.1	-1.2	3.9
6	2.8	0.9	18.5	-6.2
7	-0.4	6.6	6.0	2.8
8	-7.6	5.3	11.2	-6.5
9	-26.5	4.0	0.7	-4.2
10	-1.4	0.1	11.6	-4.2

# Going on with the list:
no.	SMILES	CHO parental Ca	TAAR1 antagonist	M1 ag	V1R ag counter	M1 ag parental
11	CC(=O)C1=CCC(c2ccccc2)N(S(=O)(=O)c2ccccc2)C1 (configuration not stated)	·	-11.0&9.8	-6.2&-8.0	·	0.2&1.2
12	Cc1nc2ccc(C(=O)OCc3ccccc3Br)cc2nc1C	-7.0	-5.6	-1.4	0.5	0.5
13	c1ccc(-c2noc(CSc3nnc(Cc4cccs4)n3-c3ccccc3)n2)cc1	-33.9	15.6	-1.0	2.2	0.2
14	CCN(CC)C(=O)Cn1cc(C(=O)C(=O)Nc2ccc3c(c2)OCO3)c2ccccc21	·	3.8	-2.3	·	3.6
15	COc1ccc(-c2cc(=O)[nH]c3ccccc23)cc1	-18.0	10.0	-3.8	-0.2	-0.3
16	CC(=O)C1=CCC(c2cccc3ccccc23)N(S(=O)(=O)c2ccc(C)cc2)C1 (configuration not stated)	·	-21.9	-4.5	·	0.1
17	CCCC(=O)N(CCc1ccc(OC)cc1)Cc1nc2ccccc2c(=O)[nH]1	-19.8	6.1	-2.8	2.0	3.8
18	C=CCn1nc(-c2ccccc2)c(N2CCCCC2)cc1=O	-11.4	-22.0	-10.6	-1.3	1.0
19	CCN(CC)S(=O)(=O)c1ccc(N2CC(C(=O)N3Cc4ccccc4CC3C(N)=O)CC2=O)cc1 (configuration not stated)	-7.0	0.6	-4.2	0.5	0.1
20	COc1cc([N+](=O)[O-])ccc1NC(=O)CN1CCN(C(=O)c2ccco2)CC1	1.4	-3.6	-1.6	0.9	0.3

no.	OXTR potentiate	TAAR1 agonist	M1 PAM parental	CHO-K1 Ca antag
11	·	5.4&-1.9	-3.8&-2.0	15.5&5.0
12	-4.5	0.0	3.0	-1.8
13	-15.9	17.8	-1.1	16.5
14	·	5.0	14.4	-4.6
15	-2.9	7.2	5.9	-12.4
16	·	-0.1	17.5	-16.1
17	-6.7	1.8	18.1	-3.1
18	-2.5	5.5	20.0	-13.4
19	-0.9	1.5	4.1	-9.8
20	-18.1	0.9	-9.1	0.8

# Remaining list, next part:
no.	SMILES	CHO parental Ca	TAAR1 antagonist	M1 ag	V1R ag counter	M1 ag parental
21	N#C/C(=C/C1=C(N2CCOCC2)C(=C/c2ccc(Cl)cc2)/CC1)C(=O)Nc1ccccc1F	·	0.7	-1.5	·	2.9
22	O=C(O)CC1S/C(=N/N=C/c2ccc(-c3ccccc3[N+](=O)[O-])o2)NC1=O (configuration not stated)	0.0	6.1	-3.9	1.0	0.1
23	O=C(NCc1ccccc1)C(c1ccc(F)cc1)N(Cc1ccc2c(c1)OCO2)C(=O)Cn1nnc(-c2cccs2)n1 (configuration not stated)	4.3	27.9	1.2	1.3	1.0
24	Cc1ccc2ccccc2c1CSc1nc(N)nc2c1ncn2CC(C)C	·	-2.9	-1.7	·	1.7
25	C[C@H]1CN([C@@H](C)CO)C(=O)CCCn2nncc2CO[C@@H]1CN(C)Cc1ccc(-c2ccccc2)cc1	·	36.3	-4.6	·	5.5
26	COc1cc(OC)cc(-c2c(C#Cc3ccsc3)c3cc(-c4ccc(OC)nc4)ccc3n2C)c1	-35.7	-13.5	-0.4	-0.4	-0.9
27	O=C(CSc1nncn1-c1ccccc1)NCc1cccs1	2.9	6.8	-3.4	1.3	0.8
28	COc1ccc(NS(=O)(=O)c2ccc(O)c(NC(=O)c3ccc(S(=O)(=O)N4CCCCCC4)cc3)c2)cc1	-1.3	-3.7	-6.7	0.6	0.8
29	CC1CN(c2ccc(Oc3ccccc3)cc2)c2nc3c(c(=O)[nH]c(=O)n3C)n2C1 (configuration not stated)	·	1.4	-4.8	·	-0.2
30	Cc1ccc(Sc2ncccc2COC(=O)NC(C)C)cc1	9.1	2.0	-11.2	-1.2	0.5

no.	OXTR potentiate	TAAR1 agonist	M1 PAM parental	CHO-K1 Ca antag
21	·	3.8	17.9	-9.3
22	3.1	6.7	10.5	-4.4
23	-7.9	6.8	8.5	-16.1
24	·	2.0	16.7	-7.3
25	·	11.4	3.7	2.6
26	-6.4	4.4	-18.2	1.5
27	-4.1	12.8	23.6	-10.3
28	-2.8	-1.1	23.5	-7.6
29	·	5.8	18.5	-13.4
30	-7.0	1.4	19.9	-4.2

# Complete entries, quoted from the list.
# Record of Cc1ccc2ccccc2c1CSc1nc(N)nc2c1ncn2CC(C)C = CHO parental Ca = ·; TAAR1 antagonist = -2.9; M1 ag = -1.7; V1R ag counter = ·; M1 ag parental = 1.7; OXTR potentiate = ·; TAAR1 agonist = 2.0; M1 PAM parental = 16.7; CHO-K1 Ca antag = -7.3
# Record of Cc1ccc(Sc2ncccc2COC(=O)NC(C)C)cc1 = CHO parental Ca = 9.1; TAAR1 antagonist = 2.0; M1 ag = -11.2; V1R ag counter = -1.2; M1 ag parental = 0.5; OXTR potentiate = -7.0; TAAR1 agonist = 1.4; M1 PAM parental = 19.9; CHO-K1 Ca antag = -4.2
# Record of O=C(CSc1nncn1-c1ccccc1)NCc1cccs1 = CHO parental Ca = 2.9; TAAR1 antagonist = 6.8; M1 ag = -3.4; V1R ag counter = 1.3; M1 ag parental = 0.8; OXTR potentiate = -4.1; TAAR1 agonist = 12.8; M1 PAM parental = 23.6; CHO-K1 Ca antag = -10.3

# Carrying on:
no.	SMILES	CHO parental Ca	TAAR1 antagonist	M1 ag	V1R ag counter	M1 ag parental
31	O=C(c1cc2cc(Br)cc(Br)c2oc1=O)N1CCCC1	-4.3	-10.5	-5.7	-1.4	0.6
32	COc1ccc(OC)c(CN2CCN(C(=O)c3ccc(F)cc3)CC2)c1	-9.8	-7.2	-3.9	0.0	0.7
33	COc1ccccc1Cn1c(=O)c2ccccc2n2c(SCC(=O)N3CCCCC3)nnc12	-11.7	-5.7	-8.2	1.1	0.7
34	O=C(C1CC1)N(CCc1ccccc1)Cc1nc2ccccc2c(=O)[nH]1	-9.4	16.4	-1.6	2.0	1.6
35	CC(C)n1cnc2cc(NCc3ccccc3O)ccc21	-9.4	-9.2	-5.9	2.1	0.2
36	CCOP(=O)(OCC)C(NC(=O)c1cccs1)c1ccccc1 (configuration not stated)	-6.1	11.7	-1.0	1.2	0.6
37	C/C(=N\Nc1cc(C)nc(-c2ccccc2O)n1)c1ccccc1	-30.6	29.0	-7.6	-0.4	0.4
38	O=S(=O)(Nc1ccccc1N1CCOCC1)c1ccccc1C(F)(F)F	-10.8	-10.7	-4.8	-0.7	0.5
39	O=C1[C@H]2[C@@H](C3CC3)N3C(=O)CN(Cc4ccccn4)C(=O)[C@@]3(Cc3ccccc3)[C@H]2C(=O)N1c1ccccc1	-9.6	4.9	0.5	0.1	-0.2
40	COc1ccc(NC(=O)c2cc3c(-c4ccc(OC)c(OC)c4)nn(C)c3s2)cc1OC	-13.3	37.1	0.8	-1.4	3.5

no.	OXTR potentiate	TAAR1 agonist	M1 PAM parental	CHO-K1 Ca antag
31	-2.7	18.6	17.3	-11.2
32	-8.2	1.2	22.6	-11.2
33	0.9	13.1	17.8	2.3
34	-5.1	5.6	5.1	-5.1
35	-1.2	2.0	-11.2	7.3
36	-3.1	-1.3	-0.1	-16.5
37	-22.5	11.9	19.5	-9.9
38	1.3	-1.5	14.7	-15.5
39	-12.4	2.1	-13.0	-10.3
40	-11.4	13.6	8.2	-1.8

# Additional results follow.
no.	SMILES	CHO parental Ca	TAAR1 antagonist	M1 ag	V1R ag counter	M1 ag parental
41	CCc1ccc(NC(=S)Nc2cc(OC)c(NC(=O)C(C)C)cc2OC)cc1	-17.9	-21.6	-3.5	-0.7	1.1
42	COc1cc(C(=O)ON=C2C(C)=CC(=O)C=C2C)cc(OC)c1OC	-5.8	-21.1	-1.6	1.7	1.3
43	CC(C)OC(=O)CNc1n[nH]c(=S)[nH]c1=O	·	9.8	-1.3	·	0.1
44	Cc1ccc(NC(=O)C2CCCN2S(=O)(=O)c2ccc3c(c2)CCC(=O)N3)cc1Cl (configuration not stated)	-19.0	-8.1	-4.2	2.4	-0.2
45	COc1ccc(C(O)c2nc(-c3cc(F)cc(F)c3)cs2)cc1 (configuration not stated)	·	7.0	-0.1	·	1.5

no.	OXTR potentiate	TAAR1 agonist	M1 PAM parental	CHO-K1 Ca antag
41	-5.5	8.0	-3.5	-9.7
42	-0.7	21.1	15.3	-7.4
43	·	-0.7	4.4	-3.0
44	-10.4	0.9	10.9	0.1
45	·	-1.6	-8.9	-4.7

# Bioassay records as filed in PubChem BioAssay.
